FH mod = Identification of activators of human fumarate hydratase by quantitative high-throughput screening. FH coupled MDH/diaphorase resazurin fluorescence, 15 min. Potency, µM (top dose mostly 79.9 µM), inactives show at the top dose activity change, negative = inhibition, actives largely listed as inhibitors. 0.22% of 54,000 active. AID 1347055, 2019; note: potency is the fitted concentration of half-maximal effect; % is set by controls: 0 for no effect and ±100 for the full control effect; the screen sought activators but most active calls are inhibition curves; nearly all actives have a fitted effect of over 45% in size
NTMT1 inh = Primary qHTS for Inhibitors of N-terminal methyltransferase 1 (NTMT1): MTaseGlo Assay; N-terminal Xaa-Pro-Lys N-methyltransferase 1 (Homo sapiens), Q9BV86; NTMT1 MTase-Glo SAH luminescence, purified enzyme; Potency, µM (series often up to 114 µM), for inactives: at the top dose activity change, negative = inhibition, actives largely listed as inhibitors; 2.5% of 59,000 active; AID 1645870, 2021;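 note: potency is the fitted concentration of half-maximal effect; plate controls were DMSO vehicle for no effect and no enzyme for full effect; nearly all actives have a fitted effect of over 65% in size; many of its hits are not listed in these tables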
Target sequence (Q9BV86 whole entry, looked up): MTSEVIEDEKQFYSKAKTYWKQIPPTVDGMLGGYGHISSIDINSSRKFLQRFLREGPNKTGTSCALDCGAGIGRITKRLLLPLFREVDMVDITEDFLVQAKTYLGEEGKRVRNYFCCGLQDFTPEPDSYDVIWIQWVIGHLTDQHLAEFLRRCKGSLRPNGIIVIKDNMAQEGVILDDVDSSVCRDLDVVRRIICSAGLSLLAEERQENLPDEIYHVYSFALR
GALK inh = qHTS Assay for Inhibitors of Human Galactokinase (GALK): NCGC Sytravon Library Screen | P51570 | Potency, µM (titrated, usually from 57.5 µM), inactives show at the top dose activity, negative = inhibition, most hits filed as inhibitors | 44,000 tested, under 10 active | recombinant GALK, Kinase-Glo ATP luminescence, 1 h;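 note: plate controls were full GALK reaction for no effect and reaction lacking GALK for full effect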
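Luminescent ATP-depletion readout (Kinase-Glo Plus, 10 min) after 1 h RT reaction of 5 nM GALK, 35 uM ATP, 100 uM galactose, pH 8.0 HEPES buffer. Decreased kinase activity scored as inhibition.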
PTAP-TSG101 blk = qHTS Validation Assay for Inhibitors of HIV-1 Budding by Blocking the Interaction of PTAP/TSG101: Sytravon Library Screen; Tumor susceptibility gene 101 protein (Homo sapiens), Q99816; Fluorescence polarization, FITC-PTAP peptide/Tsg101, 20 min; Potency, µM (titrated, usually from 115 µM), for inactives: at the top dose activity change, negative = inhibition, hits mostly inhibitors; 44,000 tested, under 10 active; note: potency is the fitted concentration of half-maximal effect; 0% is about no effect
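Read-out is FITC fluorescence polarization. Compounds were added to Tsg101 binding domain (10 uM final), then FITC-PTAP peptide (50 nM final), 20 min at r.t. Total S+P intensity flags fluorescent compounds.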
p53null 39C kill = qHTS Screen for Compounds that Selectively Target Cancer Cells with p53 Mutations: Cytotoxicity of p53 Null Cells at the Nonpermissive Temperature; H1299 p53-null (neo) cells, 39C, ATPlite viability, 24 h; Potency, µM (highest dose often 46.1 µM), without a hit: at the top dose activity, negative = cell killing, hits mostly cytotoxic; 0.97% of 55,000 active; AID 904, 2007;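 note: potency is the fitted concentration of half-maximal effect; 0% = DMSO only and -100% = full killing by 100 µM tamoxifen; nearly all actives have a fitted effect of over 50% in size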
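Temperature-shift cytotoxicity format: compound titrations on p53-null or A138V-expressing H1299 cells held 24 hr at 39C, cell ATP then measured, AC50 from Hill model.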
p53null 32C kill = qHTS Screen for Compounds that Selectively Target Cancer Cells with p53 Mutations: Cytotoxicity of p53 Null Cells at the Permissive Temperature | H1299-neo p53 null cells, ATP luminescence, 24 h, 32C | Potency, µM (top dose mostly 46.1 µM), for inactives: at the highest dose activity change, negative = cytotoxicity, actives largely listed as cytotoxic | 0.62% of 55,000 active | AID 903, 2007;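 note: potency is the fitted concentration of half-maximal effect; 0% = DMSO only and -100% = full killing by 100 µM tamoxifen; nearly all actives have a fitted effect of over 55% in size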
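Overnight 37C seeding (600 cells/well) of H1299-neo preceded a 24 hr, 32C exposure to compounds up to 46 uM. ATP levels, read by luminescence after 20 min at RT, indicated surviving cells.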
B2AR arrestin ag = qHTS assay of beta-arrestin-biased ligands of beta2-adrenergic receptor: NCGC Sytravon Library Screen | Beta-2 adrenergic receptor (Homo sapiens), P07550 | HTLA Tango cells, beta-arrestin recruitment, luciferase luminescence, 18 h | Potency, µM (doses to about 46.1 µM), without a hit: at the top dose activation, most hits filed as activators | 44,000 tested, under 10 active | AID 1347077, 2019;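 note: potency is the fitted concentration of half-maximal effect; 0% = DMSO and full agonism = EC100 isoproterenol or metaproterenol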
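Luminescence read-out: arrestin recruitment to recombinant beta2-AR releases tTA, inducing luciferase. Cells exposed 18 hr at 37 degrees C to up to 46 microM compound; %Activity from corrected signal, concentration-response curves classified by r2, magnitude and efficacy.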
* = called active by the depositor; ? = inconclusive; . = not tested or not shown; [ ] = another dose, or the depositor's remark. Calls come from the whole dose curve; as a rule, active = well fitted curve in the direction sought with a large enough effect; inconclusive = small, poorly fitted or top-dose-only effect, or another doubt; inactive = no such curve, though single readings can be large; an effect the other way counts as inactive or inconclusive.

Labels used below – A = FH mod; B = NTMT1 inh; C = GALK inh; D = PTAP-TSG101 blk; E = p53null 39C kill; F = p53null 32C kill; G = B2AR arrestin ag
1) CCOc1ccc2nc(N3CCC(C(=O)Nc4ccccc4CC)CC3)sc2c1
  A: 6%; B: 5%; C: -1%; D: 0%; E: -21%; F: -13%; G: -1%

2) CCOC(=O)c1ccc(NC(=O)c2cc(=O)c3ccc(C)c(C)c3o2)cc1
  A: 2%; B: -6%; C: 0%; D: 1%; E: -28%; F: -20%; G: -1%

3) CC(C)OCc1cc(CN2CCN(c3ccccc3)CC2)c(O)c2ncccc12
  A: ?; B: 6%; C: -2%; D: 0%; E: 1.3µM*; F: ?; G: ?

4) Cc1nc2c3ccccc3nc(NNC(=O)CCC(=O)N3CCN(c4ccccc4F)CC3)n2n1
  A: 4%; B: 1%; C: 9%; D: 4%; E: -7%; F: -3%; G: 1%

5) CCOC(=O)c1sc(NC(=O)c2c(-c3ccccc3)c(-c3ccccc3)nn(C)c2=O)nc1C
  A: -17%; B: -1%; C: -2%; D: -2%; E: 2%; F: 33%[activator]; G: -1%

6) Cc1c(Cl)cccc1NC(=O)Cn1cc(C(=O)C2CCCCC2)c2ccccc21
  A: -23%; B: 3%; C: 3%; D: -8%; E: ?; F: 14%; G: -1%

7) Cc1ccc(C)c(Nc2nc3nonc3nc2Nc2cccc(C)c2C)c1
  A: ?; B: 11%; C: -2%; D: -4%; E: ?; F: 26%; G: ?

8) Cc1cccc(Cc2c(C)nc3c(-c4ccccc4)c(C)[nH]n3c2=O)c1
  A: 9%; B: 18%; C: 0%; D: -12%; E: .; F: .; G: 1%

9) CN(C)S(=O)(=O)n1cc(/C=C(\NC(=O)c2ccccc2)C(=O)NCCCn2ccnc2)c2ccccc21
  A: 13%; B: -2%; C: -10%; D: 0%; E: -2%; F: -1%; G: -3%

3 structures already listed, ordered by number of heavy atoms, low to high:
Labels used below – A = FH mod; B = NTMT1 inh; C = GALK inh; D = PTAP-TSG101 blk; E = p53null 39C kill; F = p53null 32C kill; G = B2AR arrestin ag
2) CCOC(=O)c1ccc(NC(=O)c2cc(=O)c3ccc(C)c(C)c3o2)cc1
  A: 2%; B: -6%; C: 0%; D: 1%; E: -28%; F: -20%; G: -1%

6) Cc1c(Cl)cccc1NC(=O)Cn1cc(C(=O)C2CCCCC2)c2ccccc21
  A: -23%; B: 3%; C: 3%; D: -8%; E: ?; F: 14%; G: -1%

5) CCOC(=O)c1sc(NC(=O)c2c(-c3ccccc3)c(-c3ccccc3)nn(C)c2=O)nc1C
  A: -17%; B: -1%; C: -2%; D: -2%; E: 2%; F: 33%[activator]; G: -1%

Looked up by compound from the list above (2):
Labels used below – A = FH mod; B = NTMT1 inh; C = GALK inh; D = PTAP-TSG101 blk; E = p53null 39C kill; F = p53null 32C kill; G = B2AR arrestin ag
7) Cc1ccc(C)c(Nc2nc3nonc3nc2Nc2cccc(C)c2C)c1
  A: ?; B: 11%; C: -2%; D: -4%; E: ?; F: 26%; G: ?

3) CC(C)OCc1cc(CN2CCN(c3ccccc3)CC2)c(O)c2ncccc12
  A: ?; B: 6%; C: -2%; D: 0%; E: 1.3µM*; F: ?; G: ?

Screening data: PubChem BioAssay, National Center for Advancing Translational Sciences (NCATS)

These rows are one share of the data; rates above refer to the full screens.
